OXTR agonist: human OXTR agonists, primary screen, fluorescence, CHO-OTR cells, Fluo-8 calcium; Oxytocin receptor (Homo sapiens), P30559; Fluo-8 calcium fluorescence; normalized: DMSO 0%, oxytocin 100%; activation, % at 3 µM; 320,000 compounds, 0.32% hits; AID 2435, 2010;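 active = activation above the mean of all tested compounds plus 3 SD, cutoff set per screening run, cut at about 20% in these data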;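 also: peak over basal fluorescence ratio from a 100 s FLIPR kinetic read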
GPR7 antagonist: GPR7 receptor antagonists, primary screen, cell-based, fluorescence, single concentration; inhibition, % at 4.4 µM; GPR7-expressing cells, fluorescence antagonist assay; 290,000 compounds, 1.1% hits; in the data active = inhibition above about 16%, passing the limit was not always enough;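 also: cells stimulated with the agonist NPW; 0% = agonist with vehicle and 100% = vehicle without agonist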
Target sequence (P48145 whole entry, looked up): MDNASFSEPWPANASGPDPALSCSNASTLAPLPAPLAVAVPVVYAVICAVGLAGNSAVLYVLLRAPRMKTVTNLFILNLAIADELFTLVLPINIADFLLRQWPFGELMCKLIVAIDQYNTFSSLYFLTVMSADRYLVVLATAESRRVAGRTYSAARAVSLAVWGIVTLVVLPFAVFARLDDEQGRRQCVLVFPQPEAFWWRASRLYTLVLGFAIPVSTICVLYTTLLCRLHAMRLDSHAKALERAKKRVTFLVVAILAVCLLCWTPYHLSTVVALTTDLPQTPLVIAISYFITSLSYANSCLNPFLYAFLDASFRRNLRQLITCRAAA
VIM-2 inh: VIM-2 metallo-beta-lactamase inhibitors, primary screen, biochemical, epi-absorbance readout, Pseudomonas aeruginosa enzyme; purified VIM-2, nitrocefin hydrolysis, epi-absorbance fluorescence; inhibition, % at 5.6 µM; 290,000 compounds, 0.89% hits;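 active = inhibition above the mean of all tested compounds plus 3 SD, cutoff set per screening run, cut at about 7.5% in these data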;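 also: red hydrolysis product quenches plate fluorescence so inhibitors raise well fluorescence; 0% = enzyme with DMSO and 100% = DMSO without enzyme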
GalR3 antagonist: GalR3 antagonists in HEK293 cells, primary screen, cell-based, fluorescence readout; HEK293 GalR3-CNG cAMP membrane potential fluorescence; galR3 body fused to GalR1 C-terminus; inhibition, % at 3 µM; 360,000 compounds, 0.44% hits; AID 651719, 2012;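 active = inhibition above the screen-wide average plus 3 SD, cut at about 13% in these data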;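 also: forskolin and galanin both at EC90 stimulate the cells; cAMP rise reported by CNG channel membrane potential dye signal; 0% = forskolin plus galanin with DMSO and 100% = forskolin alone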
V1R ag counter: agonists of human V1a receptor, primary screen, counter-screen for OXTR agonist project, fluorescence, CHO-V1R cells; Vasopressin V1a receptor (Homo sapiens), P37288; Fluo-8 calcium fluorescence, agonist mode; 0% DMSO, 100% 3 nM vasopressin; activation, % at 3 µM; 320,000 compounds, 0.25% hits;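 active = activation above the mean activation of all tested compounds plus 3 SD, per screening run, cut at about 20% in these data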;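 also: signal is peak over basal fluorescence ratio across a 100 second FLIPR read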
Target sequence (P37288 whole entry, looked up): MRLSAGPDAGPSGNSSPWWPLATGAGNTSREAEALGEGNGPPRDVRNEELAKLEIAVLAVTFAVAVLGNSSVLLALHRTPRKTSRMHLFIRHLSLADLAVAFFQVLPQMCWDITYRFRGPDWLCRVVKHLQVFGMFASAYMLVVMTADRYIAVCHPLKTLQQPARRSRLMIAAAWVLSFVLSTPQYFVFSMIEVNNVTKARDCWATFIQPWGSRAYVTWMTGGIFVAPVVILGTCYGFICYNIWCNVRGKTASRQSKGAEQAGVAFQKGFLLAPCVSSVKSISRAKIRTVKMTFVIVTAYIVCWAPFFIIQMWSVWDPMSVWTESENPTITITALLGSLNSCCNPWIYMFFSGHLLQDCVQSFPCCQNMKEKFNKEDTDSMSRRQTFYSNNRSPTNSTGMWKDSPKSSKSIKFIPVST
IMP-1 inh: IMP-1 metallo-beta-lactamase inhibitors, primary screen, biochemical, epi-absorbance readout, Pseudomonas aeruginosa enzyme. metallo-beta-lactamase IMP-1 (Pseudomonas aeruginosa). purified IMP-1, nitrocefin hydrolysis, epi-absorbance fluorescence. inhibition, % at 5.6 µM. 290,000 compounds, 0.45% hits;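 active = inhibition above the mean plus 3 SD of all compounds in the same screening run, cut at about 4.5% in these data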;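 also: 0% = IMP-1 with DMSO and 100% = DMSO wells lacking enzyme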
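Material – recombinant IMP-1 enzyme, purified · Amount – IMP-1 0.2 nM before substrate addition · Medium – HEPES buffer pH 7.1 with ZnSO4 and Brij 35 · Timing – 25 °C, 15 min preincubation, 25 min reaction · Measured by – plate fluorescence quenching by hydrolysis product, ex 480/em 530 nm · Read-out – percent enzyme inhibition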
NS3 helicase inh: inhibitors of HCV NS3 helicase, primary screen, biochemical, Cy5 molecular beacon fluorescence. 290,000 compounds, 0.56% hits. NS3 helicase DNA unwinding. inhibition, % at 10.9 µM. Hepatitis C virus NS3 helicase;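 active = inhibition above the mean of all tested compounds plus 3 SD, set per campaign, cut at about 35% in these data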;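 also: 0% = DMSO wells and 100% = thioflavine S control wells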
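Compound dosing – single dose, 10.9 µM nominal final, DMSO 0.8% final · System – NS3 helicase fragment of HCV · Buffer or medium – MOPS pH 6.5, MgCl2, DTT, Tween20, BSA · Signal – Cy5 beacon fluorescence read at start and 1 h · Also added – annealed dual-labelled DNA beacon duplex, ATP-started · Schedule – 1 h at 25 °C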
PHOSPHO1 inh: PubChem AID 1565; Phosphoethanolamine/phosphocholine phosphatase (Homo sapiens), Q8TCT1; recombinant PHOSPHO1, absorbance phosphatase assay; inhibition, % at 13.3 µM; 290,000 compounds, 1.1% hits; in the data active = inhibition above about 60%
Target sequence (Q8TCT1 whole entry, looked up): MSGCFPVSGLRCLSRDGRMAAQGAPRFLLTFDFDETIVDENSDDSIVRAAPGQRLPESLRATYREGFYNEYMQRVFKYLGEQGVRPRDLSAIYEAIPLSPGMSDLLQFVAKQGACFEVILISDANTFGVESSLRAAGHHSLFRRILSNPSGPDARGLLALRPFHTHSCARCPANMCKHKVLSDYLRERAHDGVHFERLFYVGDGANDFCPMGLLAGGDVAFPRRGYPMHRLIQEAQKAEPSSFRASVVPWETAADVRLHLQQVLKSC
FID counter: compounds displacing fluorescent DNA intercalator, primary screen, artefact control for HCV NS3 helicase inhibitor project, biochemical, FID fluorescence; DNA fluorescent intercalator displacement; inhibition, % at 7.9 µM; 290,000 compounds, 0.17% hits; in the data active = inhibition above about 37%;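 also: 0% = vehicle and 100% = reference compound; higher means more ethidium bromide displaced from hairpin DNA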
* marks the source's active call; other numbers are inactive results; x = no result given. Outcome played no part in choosing rows; any-hit rate near 4.3%.

SMILES	OXTR agonist	GPR7 antagonist	VIM-2 inh	GalR3 antagonist	V1R ag counter	IMP-1 inh	NS3 helicase inh	PHOSPHO1 inh	FID counter
COc1ccc(-n2nc(C(=O)NCC(=O)Nc3cccc(Cl)c3)c3ccccc3c2=O)cc1	1.0	-2.1	-1.4	-4.9	1.2	-0.3	4.2	35.9	4.1
CCN(c1ccc(NC(=O)COC(=O)c2cccs2)cc1)C(C)C	-0.4	10.9	-1.2	-5.1	-0.2	-0.9	-2.5	33.0	2.6
COc1ccc(CC(NC(C)=O)C(=O)NC2CCN(C(=O)c3ccc(Cl)cc3)CC2)cc1 (stereo unspecified)	x	1.0	-3.4	-10.2	x	0.1	0.2	2.1	-30.1
Cc1ccc(S(=O)(=O)N2CCN(c3nccnc3C#N)CC2)cc1	-1.5	-0.5	0.1	4.1	0.4	0.9	-6.1	-8.1	-18.7
CCOc1ccccc1-c1nc(-c2ccc(NC(=O)Cc3ccccc3OC)cc2)no1	4.0	-10.2	1.9	0.9	7.7	-5.1	-1.3	28.1	-4.3
Cc1ccc(C)c(N(CC(=O)NC(C)C)C(=O)CCC(=O)Nc2ccccn2)c1	1.4	-14.6	-0.8	-6.8	1.2	-2.3	7.5	29.1	-34.4
C=CCN1C(=O)C(Cc2cccc(Cl)c2)SC1=Nc1ccc(C(=O)O)cc1 (stereo unspecified)	6.4	-11.7	-2.1	-2.4	3.8	-2.6	11.0	27.7	-38.7
CC(C)C[C@H](NC(=O)NCCC1=CCCCC1)C(=O)O	0.4	-4.2	-2.4	-4.6	1.2	-2.9	-13.0	11.9	-2.4
O=C(CCNC(=O)N1CC(=O)Nc2ccccc21)Nc1cccc(Cl)c1	0.0	-6.0	-2.3	2.2	0.5	-3.3	-4.6	-0.7	-24.9
COc1cc(NC(=O)Cn2nc(-c3ccc(F)cc3)ccc2=O)ccc1-n1cnnn1	-0.7	-4.9	-5.1	-5.6	-0.2	-3.0	1.9	-5.9	0.5
Cc1cccc(NCN2C(=O)C3C4C=CC(C4)C3C2=O)c1 (stereo unspecified)	-0.6	-10.1	-4.4	0.0	-0.2	-4.5	-1.5	6.4	-3.8
CC(=O)Nc1ccccc1/C=C/c1ccc2c(C)cc(C)c(O)c2n1	-0.1	-8.5	-2.4	-3.7	-0.3	-3.3	10.3	-6.4	-4.3
COc1ccc(C(=O)Nc2ccc(Cl)cc2C(=O)N2CCCC(C)C2)cc1 (stereo unspecified)	-2.5	-2.2	0.6	0.1	-1.3	0.6	6.2	11.8	-18.3
COC(=O)c1ccc(C2/C(=C(\O)c3ccc4c(c3)OCCO4)C(=O)C(=O)N2c2nnc(C)s2)cc1 (stereo unspecified)	2.3	-3.7	-1.0	-7.7	18.5	-1.1	13.4	18.5	-41.8
Cc1nnsc1NC(=O)OCc1ccc(C(C)(C)C)cc1	8.1	22.2*	1.7	36.4*	7.4	1.1	-8.7	22.4	-14.7
CC(=O)Nc1ccc(N(CC(O)Cn2c3ccccc3c3ccccc32)S(=O)(=O)c2ccc(C)cc2)cc1 (stereo unspecified)	1.7	4.7	-2.3	-3.9	3.7	-2.9	-31.1	-12.5	-12.5
Cc1ccc(C)c(-c2nnc(OCC(=O)Nc3cc(C)on3)c3ccccc23)c1	-0.9	-8.8	-0.4	-1.5	1.1	0.4	-7.3	-38.9	-29.2
O=C(N=NC(=O)c1ccco1)c1ccc2c(O)n(N3C(=O)c4ccccc4C3=O)c(O)c2c1	1.1	3.6	-2.2	-1.7	1.1	-0.9	-4.6	4.7	4.1
Cc1ccc(NC(=O)c2c3c(nc4ccccc24)CCC3)cc1S(=O)(=O)N(C)C	-0.1	-9.0	-2.9	1.9	0.7	-0.5	16.4	-12.6	-14.2
Cc1nc2cc(CO)ccc2s1	-0.1	-10.0	0.7	-4.6	0.2	0.0	-7.0	7.6	-0.1
O=C(Cn1cc(/C=C\[N+](=O)[O-])c2ccccc21)Nc1ccccc1	7.5	-6.0	-2.6	-5.1	2.6	-1.3	-9.7	13.9	3.6
Cn1cc(S(=O)(=O)Nc2ccc(Oc3ccccc3)cc2)c(=O)n(C)c1=O	0.9	-10.9	-0.1	-2.9	0.3	-0.4	0.6	-5.4	-20.9
O=C(COc1nncc2ccccc12)Nc1ccc(Br)cc1F	-0.4	-11.5	-2.0	-7.4	0.4	-3.4	1.1	-16.4	-1.7
CCOc1ccccc1NC(=O)C1CCCN(S(=O)(=O)c2cccc3nsnc23)C1 (stereo unspecified)	-1.9	9.0	-3.7	1.8	-1.7	-3.2	1.0	23.6	-2.6
COCc1cc(/C=N\NC(=O)c2ccc(Cl)cc2)ccc1OC	-0.6	-2.5	-4.5	-12.1	-0.6	-3.4	3.4	4.2	-14.0

Next entries follow.
SMILES	OXTR agonist	GPR7 antagonist	VIM-2 inh	GalR3 antagonist	V1R ag counter	IMP-1 inh	NS3 helicase inh	PHOSPHO1 inh	FID counter
Cc1cccc(-c2oc(C)c(C)[n+]2[O-])c1	1.3	1.3	-0.3	-1.2	0.3	2.2	-3.0	-0.5	1.8
CS(=O)(=O)Cc1cccc(C(=O)NC2CCSc3ccccc32)c1 (stereo unspecified)	1.1	-3.0	-3.4	-4.6	1.8	-6.9	19.0	2.2	-12.5
O=C1C2=C(C(c3ccccc3)=NCCN2)C(c2cccc([N+](=O)[O-])c2)N1c1ccccc1 (stereo unspecified)	0.0	-8.3	-2.3	-8.9	-0.4	-2.1	-18.2	-7.9	11.4
CCOC(=O)N1CCN(c2ccc(N3C(=O)CCCC3=O)cc2[N+](=O)[O-])CC1	1.2	-27.6	-1.0	-4.8	1.4	-2.5	4.5	-28.5	-9.4
Cc1ccc2cccc(S(=O)(=O)Nc3c(C)n(C)n(-c4ccccc4)c3=O)c2n1	0.2	-4.3	1.4	-4.8	-0.3	-3.5	9.9	-11.3	-10.3
N/C(=N\OC(=O)COc1ccc([N+](=O)[O-])cc1)c1cccnc1	0.0	-0.6	0.6	0.6	0.6	0.2	6.5	27.7	-1.5
CCc1c(C)nc2cc(-c3ccc(OC)cc3)[nH]n2c1=O	-1.5	4.0	-2.5	-4.1	-0.7	-1.5	4.4	15.2	-1.5
Cc1cc(OCC(=O)N2CCOCC2)ccc1NC(=O)C1CCCCC1	0.1	-6.8	-0.3	-6.7	0.6	-2.8	-4.3	-61.5	-0.2
CC(=O)c1ccc(NC(=O)CCOc2cc(C)ccc2C)cc1	-0.1	3.5	-4.9	-9.5	2.0	-1.4	-10.4	35.1	-19.8
O=C(Nc1ccccc1C(=O)N1CCN(Cc2ccccc2)CC1)c1ccc(F)cc1	6.1	-15.4	-3.1	-0.2	0.5	-2.2	-8.4	33.4	-16.4
Cc1cc(N)nc2nc(C(F)(F)F)nn12	0.6	-1.0	0.5	2.2	0.3	-0.9	-14.1	-15.6	-0.1
COc1ccc(/C=N/NC(=O)/C(=C/c2ccccc2)CCO)cc1	-0.9	2.2	-6.3	-8.5	1.6	-3.9	0.5	-36.2	-10.8
COc1cc(N=Cc2c(CO)cnc(C)c2O)cc(OC)c1OC	0.2	7.6	-0.2	-4.2	0.6	-2.9	19.6	44.1	-6.6
CCn1ncc(N2CCOCC2)c(Cl)c1=O	-0.4	16.1	-0.9	-9.3	0.3	-3.8	-10.2	47.9	-3.2
O=C(NCC(c1ccco1)N1CCCCC1)c1ccc(OCc2ccccc2)cc1 (stereo unspecified)	-2.1	-4.1	0.7	-3.9	-0.2	-0.5	-26.3	-24.1	14.0
Cc1ccccc1N=C1c2ccccc2C(=O)C1[N+](=O)[O-] (stereo unspecified)	0.0	-6.9	-5.2	-5.8	0.8	-1.2	6.3	3.5	10.8
COc1ccc(CC(=O)Nc2ccc(C(N)=O)cc2)cc1	0.9	2.5	-2.0	3.4	0.6	-1.3	8.8	34.7	2.5
CN1CCN(CCCCC(=O)c2ccccc2)CC1	0.7	-2.1	-1.7	-1.8	0.1	-3.2	-9.7	7.8	1.8
O=C(Nc1nnc(CCc2ccccc2)s1)c1ccco1	0.2	5.7	-0.9	-0.5	0.4	-0.2	-0.2	-7.2	1.3
COc1ccc(O)c(C=Nc2cc(C)on2)c1	0.1	-6.9	-0.7	-6.8	0.1	-0.5	-1.5	-7.4	6.7
CCn1c(-c2cc(-c3ccc(C)cc3)nc3ccccc23)n[nH]c1=S	-2.6	-3.9	-5.2	-5.4	-1.1	-3.2	-0.1	-67.6	-31.5
COc1ccc(C2C(C(=O)NCc3ccco3)CCC(=O)N2c2ccc(OC)cc2)cc1 (stereo unspecified)	-0.7	-2.1	-1.0	-2.9	-0.2	-3.3	0.7	20.7	-23.2
COCCNCC(=O)Nc1nc(C)cs1	x	1.9	-6.2	-3.1	x	-4.6	4.5	24.9	9.8
Cc1cccc(N(C)S(=O)(=O)c2csc(C(N)=O)c2)c1	0.0	2.3	-0.4	-8.0	1.3	-0.9	-2.5	42.2	-2.9
CCOC(=O)c1ccc(NS(=O)(=O)c2cc(-c3nnnn3CC)ccc2OC)cc1	1.4	4.0	1.3	-3.3	2.6	2.5	-3.6	2.0	-17.6
COc1cccc(NC(=O)c2ccccc2-c2ccccc2C(=O)O)c1	0.0	-8.4	-2.5	-9.5	0.4	-0.7	-0.6	8.5	-6.5
COc1cccc(/C=N/NC(=O)C(=O)NCc2ccco2)c1OC	-1.6	-4.7	-3.4	-4.1	-1.9	-3.1	7.2	-32.0	-9.8

Record cards, as listed above.
Shown for `COc1cccc(/C=N/NC(=O)C(=O)NCc2ccco2)c1OC` : OXTR agonist = -1.6; GPR7 antagonist = -4.7; VIM-2 inh = -3.4; GalR3 antagonist = -4.1; V1R ag counter = -1.9; IMP-1 inh = -3.1; NS3 helicase inh = 7.2; PHOSPHO1 inh = -32.0; FID counter = -9.8
Shown for `CCn1ncc(N2CCOCC2)c(Cl)c1=O` : OXTR agonist = -0.4; GPR7 antagonist = 16.1; VIM-2 inh = -0.9; GalR3 antagonist = -9.3; V1R ag counter = 0.3; IMP-1 inh = -3.8; NS3 helicase inh = -10.2; PHOSPHO1 inh = 47.9; FID counter = -3.2

Marked active in GalR3 antagonist, of those listed so far:
canonical_smiles	GPR7 antagonist	VIM-2 inh	GalR3 antagonist	IMP-1 inh	NS3 helicase inh	PHOSPHO1 inh
Cc1nnsc1NC(=O)OCc1ccc(C(C)(C)C)cc1	22.2*	1.7	36.4*	1.1	-8.7	22.4

Screens from PubChem.
